# Source: PubChem BioAssay
# Cdc42 wt – modulators (inhibitors or activators) of GTP binding to human Cdc42 wildtype. GST-Cdc42 beads, Bodipy-GTP binding, flow cytometry; actives lie on both sides. 190,000 tested, 0.2% active. AID 761. percent activity (GTP binding), % at 10 µM. P60953;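 active means percent activity GTP binding at least 20 points away from the 100% baseline, either down as inhibitor or up as activator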;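 further: median bead fluorescence of bound Bodipy-FL-GTP at 100 nM; 0% = excess unlabeled GTP control and 100% = no compound control; below 100% means less GTP binding so inhibitor and above means activator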
# Target sequence (P60953 whole entry, looked up): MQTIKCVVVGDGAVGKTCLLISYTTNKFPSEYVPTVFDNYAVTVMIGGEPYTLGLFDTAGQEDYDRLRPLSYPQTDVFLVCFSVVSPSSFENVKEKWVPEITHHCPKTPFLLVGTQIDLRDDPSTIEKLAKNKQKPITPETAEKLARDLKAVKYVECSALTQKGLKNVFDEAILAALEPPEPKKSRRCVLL
# Rac1 mut GTP – human Rac1 activated mutant GTP binding change. 190,000 tested, 0.11% active. GST-Rac1 activated beads, fluorescent GTP binding, flow cytometry; actives lie on both sides; 100% means binding = to untreated wells. percent activity (GTP binding), % at 10 µM. P63000. AID 764;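 active means GTP binding at least 20 percentage points away from the 100% baseline, in either direction, so actives lie on both sides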
# Rab2A wt mod – changes GTP binding to wildtype dog Rab2A, up or down; P61105; GST-Rab2 wt beads, Bodipy-GTP binding, flow cytometry; GTP binding activity, % at 10 µM; 190,000 tested, 0.19% active; AID 760;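 active means GTP binding activity at least 20 points away from 100%, either lowered or raised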;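 further: 0% = beads with excess unlabeled GTP and 100% = no-compound control corrected for plate trend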
# RGS8-Gao reg – human RGS8-Galphao interaction regulation | multiplexed bead flow cytometry, RGS8-Galphao binding; actives lie on both sides | response (percent of control binding), % at 10 µM | 220,000 tested, 0.34% active | AID 1423; in the data active means response below about 60% or above about 140%; inactive means in between;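 further: Galphao activated as the GDP aluminium fluoride complex binding bead-coupled RGS8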
# Target sequence (P09471 whole entry, looked up): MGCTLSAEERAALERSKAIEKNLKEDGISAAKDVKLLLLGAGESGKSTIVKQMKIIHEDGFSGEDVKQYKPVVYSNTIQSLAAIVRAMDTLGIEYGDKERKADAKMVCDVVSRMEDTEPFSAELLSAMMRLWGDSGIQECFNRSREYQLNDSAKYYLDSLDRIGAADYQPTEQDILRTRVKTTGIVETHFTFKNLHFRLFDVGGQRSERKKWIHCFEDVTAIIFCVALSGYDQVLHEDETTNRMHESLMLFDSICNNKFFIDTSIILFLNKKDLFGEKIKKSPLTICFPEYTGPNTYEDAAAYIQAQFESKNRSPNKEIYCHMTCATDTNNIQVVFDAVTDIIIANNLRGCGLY
# Bim-Mcl-1 – disrupts Bim peptide binding to human Mcl-1; Q07820; Bead-based flow cytometry, Bim peptide-Mcl-1 binding; inhibition, % at 10 µM; 190,000 tested, 0.1% active; in the data active means inhibition above about 40%;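 further: 0% = no compound tracer wells and 100% = peptide blocker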
# Target sequence (Q07820 whole entry, looked up): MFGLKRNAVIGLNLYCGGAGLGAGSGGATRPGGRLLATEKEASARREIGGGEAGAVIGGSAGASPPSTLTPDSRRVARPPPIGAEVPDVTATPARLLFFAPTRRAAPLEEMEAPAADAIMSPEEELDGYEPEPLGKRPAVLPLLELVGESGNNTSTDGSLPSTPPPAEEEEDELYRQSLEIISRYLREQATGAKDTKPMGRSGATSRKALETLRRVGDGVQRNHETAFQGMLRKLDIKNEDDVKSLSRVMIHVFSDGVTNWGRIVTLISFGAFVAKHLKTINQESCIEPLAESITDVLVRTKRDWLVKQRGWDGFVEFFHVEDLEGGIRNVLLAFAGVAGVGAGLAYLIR
# Pf gamet viab – inhibitors of late stage P. falciparum gametocyte viability. P. falciparum stage V gametocytes, ATP luminescence, 24 h. 150,000 tested, 0.065% active. AID 743093. inhibition, % at 10.9 µM;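 active means inhibition above the mean plus 3 SD of compounds within the control limits, set per campaign, cut at about 38% in these data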;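 further: 0% = DMSO wells and 100% = medium only without gametocytes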
# Rab7 wt modul – alters GTP binding to wildtype dog Rab7; 190,000 tested, 0.055% active; GST-Rab7 beads, fluorescent GTP binding, flow cytometry; actives lie on both sides; untreated = 100%, excess cold GTP = 0%; AID 758; GTP binding activity (percent of control), % at 10 µM;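 active means fluorescent GTP binding to Rab7 beads changed by at least 20 points from the 100% baseline, either direction, mostly lower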;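 further: median green fluorescence of bound Bodipy-FL-GTP per Rab7 bead population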
# Mcl1 Bid PPI – Mcl-1/Bid interaction inhibition; TR-FRET Mcl-1/Bid-Dy647 peptide binding, 1536-well; inhibition, % at 21.7 µM; 220,000 tested, 0.97% active; AID 1021;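 active means compounds that cut the binding signal by more than half at the single screening dose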;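 further: His-tagged Mcl-1 with europium anti-His antibody binding Bid BH3 peptide; 0% = Mcl-1 plus peptide wells and 100% = peptide-only wells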
# Rac1 wt modul – alters GTP binding to wildtype human Rac1; P63000; GST-Rac1 beads, fluorescent GTP binding, flow cytometry; actives lie on both sides; 0 = cold GTP competed, 100 = untreated; 190,000 tested, 0.27% active; GTP binding activity (% of control), % at 10 µM;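 active means GTP binding activity at least 20 points away from the 100% control level, either lower or higher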
# HRas wt GTP bind – changes GTP binding to wildtype human HRas | P01112 | GTP binding activity, % at 10 µM | 190,000 tested, 0.14% active | GST-Ras wt beads, Bodipy-FL-GTP binding, flow cytometry; actives lie on both sides;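 active means GTP binding activity at least 20% away from the 100% baseline, either lowered as inhibitor or raised as activator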;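 further: 0% = unlabeled GTP competition control and 100% = no-compound control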
# Mcl1-Noxa inh – Mcl-1/Noxa interaction inhibition. Q07820. TR-FRET Mcl-1/Noxa peptide binding, 2 h. inhibition, % at 21.7 µM. 220,000 tested, 1.5% active. AID 1022;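 active means compounds that cut the protein-peptide binding signal by more than 50% relative to plate controls in a single-dose test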;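 further: His-tagged Mcl-1 with rhodamine Noxa BH3 peptide and terbium anti-His antibody; 0% = Mcl-1 plus Noxa peptide wells and 100% = peptide-only wells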
# Starred values were filed as active, the others as inactive; . = no result given.
1. CC(=O)NC1C(=O)N=C(SCC(=O)Nc2cccc(Cl)c2)NC1=O (stereo not given)
2. CN1C(=O)C(O)(CC(=O)c2ccccn2)c2cc(Br)ccc21 (stereo not given)
3. O=[N+]([O-])c1c(NCCO)cc(N2CCCCC2)c2nonc12
4. Cc1cccc(N(C)C(=S)Oc2ccc3ccccc3c2)c1
5. CCOCC(=O)Nc1c(C)n(C)n(-c2ccccc2)c1=O
6. CC1(C)Cc2c(sc3[nH]c(=S)n(Cc4ccco4)c(=O)c23)CO1
7. Cc1ccc2c(Cl)cc(Cl)c(OCC(=O)NCCc3ccccn3)c2n1
8. CCCNC(=O)NC(=O)CSc1nnc(C)n1N
9. CCCCC(=O)NC(NC(=S)N1CCCCCC1)C(Cl)(Cl)Cl (stereo not given)
10. COc1ccccc1C(=O)Nc1c(C)cc(Br)cc1C

Compound | 1 | 2 | 3 | 4 | 5 | 6 | 7 | 8 | 9 | 10
Cdc42 wt | 98 | 100 | 92 | 98 | 102 | 99 | 94 | 99 | 103 | 92
Rac1 mut GTP | 97 | 99 | 93 | 97 | 100 | 94 | 94 | 96 | 104 | 94
Rab2A wt mod | 95 | 102 | 96 | 98 | 103 | 96 | 95 | 96 | 102 | 96
RGS8-Gao reg | 108 | 102 | 104 | 103 | 102 | 79 | 101 | 101 | 100 | 96
Bim-Mcl-1 | 0 | -2 | -1 | -1 | -1 | -5 | -1 | 3 | -1 | -6
Pf gamet viab | -17 | . | 18 | . | . | . | -12 | . | . | 8
Rab7 wt modul | 97 | 104 | 99 | 94 | 109 | 97 | 103 | 95 | 102 | 96
Mcl1 Bid PPI | -19 | -24 | -69 | 5 | -17 | -9 | -23 | -21 | -36 | -29
Rac1 wt modul | 100 | 104 | 96 | 101 | 105 | 102 | 98 | 98 | 107 | 89
HRas wt GTP bind | 95 | 103 | 95 | 100 | 103 | 97 | 96 | 98 | 102 | 94
Mcl1-Noxa inh | 14 | 9 | 12 | 4 | 0 | 30 | -2 | 3 | 11 | -5

# Given tab-delimited: 2 of the compounds above.
nr	Molecule	Cdc42 wt	Rac1 mut GTP	Rab2A wt mod	RGS8-Gao reg	Bim-Mcl-1	Pf gamet viab	Rab7 wt modul	Mcl1 Bid PPI	Rac1 wt modul	HRas wt GTP bind	Mcl1-Noxa inh
2	CN1C(=O)C(O)(CC(=O)c2ccccn2)c2cc(Br)ccc21 (stereo not given)	100	99	102	102	-2	.	104	-24	104	103	9
8	CCCNC(=O)NC(=O)CSc1nnc(C)n1N	99	96	96	101	3	.	95	-21	98	98	3

# Structures shown so far that contain bromine (two):
2. CN1C(=O)C(O)(CC(=O)c2ccccn2)c2cc(Br)ccc21 (stereo not given)
10. COc1ccccc1C(=O)Nc1c(C)cc(Br)cc1C

Compound | 2 | 10
Cdc42 wt | 100 | 92
Rac1 mut GTP | 99 | 94
Rab2A wt mod | 102 | 96
RGS8-Gao reg | 102 | 96
Bim-Mcl-1 | -2 | -6
Pf gamet viab | . | 8
Rab7 wt modul | 104 | 96
Mcl1 Bid PPI | -24 | -29
Rac1 wt modul | 104 | 89
HRas wt GTP bind | 103 | 94
Mcl1-Noxa inh | 9 | -5

# Additional records
11. Cc1nc(NC(=O)c2ccccc2)sc1-c1csc(Nc2cccc(F)c2)n1
12. CCC(C)C(NC(=O)C1CCC(C)CC1)C(=O)NC1CCN(Cc2ccccc2)CC1 (stereo not given)
13. COc1ccc(/C=N/Nc2nccnc2Cl)c(OC)c1
14. COc1cccc(C(=O)NCc2ccc3[nH]c(C)cc3c2)c1
15. CCCC/C(O)=C/c1nc2ccccc2[nH]c1=O
16. O=C(N/N=C/c1ccccn1)c1cc(-c2ccncc2)nc2ccccc12
17. O=C(c1ccccc1F)N1CCCC(c2ccccc2)C1 (stereo not given)
18. Cn1c(CCN2CCN(c3ccccc3)CC2)nc2cc(NC(=O)c3ccco3)ccc21
19. CCN(CC)S(=O)(=O)c1cc(Br)ccc1OC
20. COc1ccc(OC)c2sc(NNC(=O)C3COc4ccccc4O3)nc12 (stereo not given)

Compound | 11 | 12 | 13 | 14 | 15 | 16 | 17 | 18 | 19 | 20
Cdc42 wt | 97 | 96 | 96 | 94 | 93 | 100 | 102 | 97 | 104 | 98
Rac1 mut GTP | 97 | 97 | 97 | 90 | 92 | 98 | 100 | 96 | 100 | 97
Rab2A wt mod | 97 | 96 | 96 | 97 | 92 | 100 | 100 | 93 | 101 | 99
RGS8-Gao reg | 101 | 107 | 115 | 101 | 97 | 104 | 101 | 98 | 93 | 101
Bim-Mcl-1 | -4 | 0 | 4 | 0 | 1 | 0 | 0 | -5 | -8 | 0
Pf gamet viab | . | . | -2 | -5 | -2 | -18 | 13 | . | . | -3
Rab7 wt modul | 99 | 96 | 95 | 103 | 94 | 105 | 101 | 95 | 102 | 103
Mcl1 Bid PPI | -51 | -4 | -46 | -43 | 3 | -77 | -27 | -33 | -2 | -50
Rac1 wt modul | 99 | 97 | 98 | 94 | 88 | 102 | 106 | 97 | 104 | 100
HRas wt GTP bind | 100 | 96 | 93 | 96 | 92 | 102 | 102 | 96 | 101 | 100
Mcl1-Noxa inh | 56* | 11 | 6 | 17 | 5 | -7 | 18 | 3 | -6 | -32

21. Cc1cc(C)n(-c2cccc(F)n2)n1
22. CN(C)c1ccc(C(CN)c2c[nH]c3ccccc23)cc1 (stereo not given)
23. CCN(CC(N)=O)S(=O)(=O)c1ccc(Br)cc1
24. CC(C)C(=O)N(c1cc2sc(=O)oc2c2ccccc12)S(=O)(=O)c1cccs1
25. CCCc1cc2c(cc1NC(=O)c1ccco1)OCO2
26. CCCN=CC1=C(O)CC(c2ccccc2)CC1=O (stereo not given)
27. CC(=O)c1ccc(C(C)(C)c2ccc(C(C)=O)s2)s1
28. Cc1cc(NS(=O)(=O)c2ccc(NC(=O)Nc3ccc4c(c3)OCO4)cc2)no1
29. CCC(C)C(NS(=O)(=O)c1ccc(C)cc1)C(=O)Oc1ccc2c3c(c(=O)oc2c1)CCC3 (stereo not given)
30. Cc1cc(C)c2[nH]c(O)c(N=NC(=O)c3cc4c(s3)CCCC4)c2c1

Compound | 21 | 22 | 23 | 24 | 25 | 26 | 27 | 28 | 29 | 30
Cdc42 wt | 99 | 103 | 102 | 99 | 99 | 96 | 99 | 99 | 95 | 99
Rac1 mut GTP | 98 | 97 | 97 | 98 | 98 | 95 | 96 | 98 | 97 | 99
Rab2A wt mod | 98 | 102 | 99 | 100 | 99 | 98 | 97 | 95 | 98 | 100
RGS8-Gao reg | 101 | 104 | 99 | 95 | 100 | 102 | 102 | 102 | 100 | 105
Bim-Mcl-1 | 0 | 0 | -5 | -3 | 1 | 0 | 0 | -6 | 0 | -3
Pf gamet viab | 5 | 2 | 1 | . | . | 34 | . | . | -10 | .
Rab7 wt modul | 103 | 101 | 99 | 100 | 109 | 98 | 96 | 98 | 97 | 102
Mcl1 Bid PPI | -27 | -39 | 9 | -22 | -31 | -13 | -8 | -15 | 9 | -2
Rac1 wt modul | 102 | 102 | 97 | 107 | 104 | 102 | 97 | 98 | 95 | 105
HRas wt GTP bind | 101 | 100 | 98 | 101 | 99 | 98 | 98 | 98 | 96 | 100
Mcl1-Noxa inh | -1 | 7 | 5 | 4 | 13 | -13 | -15 | 15 | 12 | 17

# Looked up by structure from the entries so far, 2 records:
29. CCC(C)C(NS(=O)(=O)c1ccc(C)cc1)C(=O)Oc1ccc2c3c(c(=O)oc2c1)CCC3 (stereo not given)
21. Cc1cc(C)n(-c2cccc(F)n2)n1

Compound | 29 | 21
Cdc42 wt | 95 | 99
Rac1 mut GTP | 97 | 98
Rab2A wt mod | 98 | 98
RGS8-Gao reg | 100 | 101
Bim-Mcl-1 | 0 | 0
Pf gamet viab | -10 | 5
Rab7 wt modul | 97 | 103
Mcl1 Bid PPI | 9 | -27
Rac1 wt modul | 95 | 102
HRas wt GTP bind | 96 | 101
Mcl1-Noxa inh | 12 | -1

# The listing continues.
31. CCCCCn1c(CN2CCN(c3cc(Cl)ccc3C)CC2)nc2c1c(=O)[nH]c(=O)n2C
32. CN1CCN(c2ccccc2NC(=O)c2cccc(OCc3ccccc3)c2)CC1
33. CCOC(=O)c1cc(-c2ccccc2)sc1NC(=O)COC(=O)c1ccc(Cl)c(S(N)(=O)=O)c1
34. C/C(=C\c1ccccc1)C(=O)N1CCN(c2cccc(C(F)(F)F)c2)CC1
35. Cc1cc(CNC(=O)COc2c(F)c(F)cc(F)c2F)c2ccccc2n1
36. CC(=O)N1CCc2ccc(C(=O)CN3CCN(c4cccc(C)c4C)CC3)cc21
37. Cc1ccc2[nH]c(=O)c(CN(CCCO)S(=O)(=O)c3c(C)ccc4nsnc34)cc2c1
38. CC1=NN(C(=O)c2ccc(Cn3nc(C)c([N+](=O)[O-])c3C)cc2)C(O)(C(F)(F)F)C1 (stereo not given)
39. Cn1c(SCC(=O)Nc2sc3c(c2C#N)CCC3)nnc1C1COc2ccccc2O1 (stereo not given)

Compound | 31 | 32 | 33 | 34 | 35 | 36 | 37 | 38 | 39
Cdc42 wt | 97 | 95 | 92 | 96 | 100 | 101 | 100 | 105 | 101
Rac1 mut GTP | 97 | 95 | 94 | 96 | 97 | 99 | 97 | 101 | 97
Rab2A wt mod | 99 | 91 | 95 | 95 | 97 | 99 | 96 | 101 | 100
RGS8-Gao reg | 99 | 97 | 99 | 108 | 102 | 99 | 100 | 98 | 103
Bim-Mcl-1 | 0 | -1 | 3 | -1 | 0 | 0 | -2 | 4 | -1
Pf gamet viab | . | . | . | 0 | -12 | . | -14 | -27 | -5
Rab7 wt modul | 97 | 88 | 93 | 97 | 98 | 102 | 97 | 103 | 97
Mcl1 Bid PPI | 29 | -10 | 19 | -11 | -17 | -32 | -20 | -36 | 14
Rac1 wt modul | 99 | 93 | 92 | 96 | 103 | 100 | 99 | 108 | 104
HRas wt GTP bind | 98 | 93 | 93 | 97 | 98 | 100 | 96 | 104 | 100
Mcl1-Noxa inh | 0 | . | 14 | 6 | 2 | -5 | -5 | 6 | 21
